Compound activity (PubChem BioAssay)
CHRM4 antagonist: antagonists of human muscarinic M4 receptor (CHRM4); P08173; CHO-hM4 cells, ACh EC80, Fluo-8 calcium fluorescence; inhibition, % at 3 µM; 0.73% of 360,000 active; AID 624125;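 active means inhibition above its plate's cutoff, the mean inhibition of sample wells plus 3 SD, cut at about 27% in these data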;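 further: 0% = acetylcholine EC80 with DMSO and 100% = DMSO without agonist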
Target sequence (P08173 whole entry, looked up): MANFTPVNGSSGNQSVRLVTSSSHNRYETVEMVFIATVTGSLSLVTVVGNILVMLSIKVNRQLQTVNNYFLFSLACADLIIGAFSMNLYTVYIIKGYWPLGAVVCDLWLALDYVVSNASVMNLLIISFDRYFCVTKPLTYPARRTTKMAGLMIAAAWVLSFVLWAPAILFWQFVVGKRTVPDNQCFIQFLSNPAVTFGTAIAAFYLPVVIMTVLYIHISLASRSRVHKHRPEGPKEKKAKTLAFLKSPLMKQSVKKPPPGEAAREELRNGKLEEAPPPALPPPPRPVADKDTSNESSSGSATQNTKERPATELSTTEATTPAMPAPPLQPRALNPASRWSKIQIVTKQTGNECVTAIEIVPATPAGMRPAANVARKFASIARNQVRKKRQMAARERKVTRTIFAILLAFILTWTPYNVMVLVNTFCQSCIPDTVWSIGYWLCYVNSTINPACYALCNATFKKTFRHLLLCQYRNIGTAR
CHRM1 agonist: activates human CHRM1 receptor. P11229. CHO-K1 hM1, Fluo-8 calcium fluorescence, agonist mode; 0% DMSO, 100% acetylcholine EC100. activation, % at 3 µM. 0.33% of 360,000 active. AID 588814;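 active means activation above the run's mean compound activation plus 3 SD, cut at about 16% in these data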;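 further: peak over basal fluorescence ratio within a 140 s kinetic read after compound addition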
CHRM4 agonist: CHRM4 agonism in calcium assay; P08173; CHO-K1 hM4/Gqi5, Fluo-8 calcium fluorescence; vehicle 0%, full acetylcholine response 100%; activation, % at 3 µM; 0.14% of 360,000 active; AID 624127;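 active means activation above the run mean over all test wells plus 3 SD, cut at about 32% in these data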;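 further: peak over basal fluorescence ratio per well then scaled between controls; 0% = DMSO wells and 100% = acetylcholine at EC100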
CHRM1 antagonist: antagonists of human M1 muscarinic receptor; P11229; CHO-K1 hM1, Fluo-8 calcium fluorescence, ACh EC80 antagonist; inhibition, % at 3 µM; 1.3% of 360,000 active;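 active means percent inhibition above its own plate's cutoff, namely the mean of that plate's compound wells plus 3 SD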;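 further: peak over basal fluorescence ratio during 140 s after agonist addition; 0% = ACh EC80 plus DMSO and 100% = DMSO alone without agonist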
CHO-K1 Ca antag: nonselective inhibitor or artifact in parental CHO-K1 cells; inhibition, % at 3 µM; 0.6% of 360,000 active; AID 602250; ATP-induced calcium, Fluo-8 fluorescence;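 active means inhibition above a per-plate cutoff, the plate's mean sample inhibition plus 3 SD, cut at about 24% in these data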;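 further: 0% = DMSO plus EC80 ATP and 100% = DMSO alone without ATP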
OXTR potentiate: potentiators of human oxytocin receptor; P30559; CHO-OTR cells, Fluo-8 calcium fluorescence, potentiator mode; 0% = oxytocin EC15, 100% = EC100; activation, % at 3 µM; 0.061% of 320,000 active; AID 2445;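 active means activation above that plate's cutoff, the mean activation of tested compounds plus 3 SD, cut at about 6.6% in these data, passing the limit was not always enough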;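 further: 100% uses oxytocin at 75 nM as the full agonist control; some results filed as inactive read as strong as hits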
Target sequence (P30559 whole entry, looked up): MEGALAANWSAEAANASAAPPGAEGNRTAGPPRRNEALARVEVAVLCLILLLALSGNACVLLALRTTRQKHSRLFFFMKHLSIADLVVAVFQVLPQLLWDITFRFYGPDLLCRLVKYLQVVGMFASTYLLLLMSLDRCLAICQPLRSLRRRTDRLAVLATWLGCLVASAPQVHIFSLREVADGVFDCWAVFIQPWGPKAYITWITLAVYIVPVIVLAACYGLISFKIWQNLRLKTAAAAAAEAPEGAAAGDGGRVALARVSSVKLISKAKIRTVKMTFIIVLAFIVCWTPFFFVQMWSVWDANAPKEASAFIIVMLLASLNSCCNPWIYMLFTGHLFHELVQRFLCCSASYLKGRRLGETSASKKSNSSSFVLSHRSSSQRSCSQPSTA
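System: human OTR in CHO cells / Also added: sub-maximal oxytocin, roughly EC15 / Control set: EC15 oxytocin low, 75 nM oxytocin high / Schedule: 6 min compound pre-incubation at room temperature, 100 s kinetic read / Compound: single-point 3.0 µM / Replication: singlicate / Technique: Fluo-8 calcium dye fluorescence / Read-out basis: % activation of max/min ratio relative to oxytocin controls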
M1 ag parental: counter-screen for M1 agonists: effect in parental CHO-K1 cells; Fluo-8 calcium fluorescence; scaled to maximal ATP response, vehicle zero; activation, % at 3 µM; 0.48% of 360,000 active; AID 602248; in the data active means activation above about 15%;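 further: untransfected CHO-K1 host cells lacking M1 receptor as counterscreen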
M1 PAM: potentiates human M1 receptor response to acetylcholine. activation, % at 3 µM. CHO-K1 hM1, Fluo-8 calcium fluorescence, ACh EC20; 0% = ACh EC20, 100% = maximal ACh. P11229. AID 588819. 0.088% of 360,000 active; in the data active means activation above about 19%, passing the limit was not always enough
CHO parental Ca: counter-screen for OX1R antagonists: effect in parental CHO cells; parental CHO-K1, ATP-induced calcium, Fluo-8 fluorescence; inhibition, % at 5.6 µM; 0.63% of 330,000 active;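 active means inhibition above that plate's mean sample inhibition plus 3 SD, cut at about 26% in these data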;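 further: 0% = ATP-challenged DMSO wells and 100% = DMSO wells without ATP; some compounds past the cut are filed as inactive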
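Material: Parental CHO cells | Reagent: ATP | Compound dosing: Single nominal dose of 5.6 µM per compound | Detection: Intracellular calcium via Fluo-8 no-wash fluorescent dye | Read-out: % inhibition of ATP-induced calcium mobilization | Benchmarks: Low control ATP plus DMSO, high control DMSO only | Replicates: Singlicate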
The depositor's hits bear a star; . = no result given; & = joins results of further samples.

The line under a structure holds: CHRM4 antagonist	CHRM1 agonist	CHRM4 agonist	CHRM1 antagonist	CHO-K1 Ca antag	OXTR potentiate	M1 ag parental	M1 PAM	CHO parental Ca
1: O=C(CSc1nnc(CNC(=O)c2c(F)cccc2Cl)o1)Nc1ccc2c(c1)OCCO2
 : 12.1	-5.2	0.3	-9.4	1.4	-4.7	0.1	5.8	-6.1
2: O=C(Nc1cccc(-c2ccc(N3CCOCC3)nn2)c1)c1ccc(Cl)cc1
 : -0.5	-4.2	4.5	4.1	-0.3	4.1	0.9	-1.4	-14.7
3: CC(=O)c1ccc(N2CCN(C(=O)c3cc(S(=O)(=O)N4CCOCC4)ccc3C)CC2)cc1
 : -17.8	-3.9	8.5	-7.1	-11.9	0.7	3.0	5.3	-16.6
4: CCOc1cccc2sc(NC(=O)c3ccc(Br)s3)nc12
 : -19.1	-3.9	0.3	-13.5	-10.1	-7.8	0.7	9.4	-11.9
5: COC(=O)Nc1ccc(S(=O)(=O)N2CCC(C(=O)N3CCCCC3C)CC2)cc1 (stereo not given)
 : -11.0	-2.7	1.1	-6.7	-30.5	-10.0	3.1	3.7	-9.0
6: Oc1ccc(Br)cc1C=Nc1ccc2c3c(cccc13)CC2
 : 23.9	10.9	8.2	12.6	32.4*	-7.7	22.0*	-1.8	41.5*
7: COc1ccc(CN2C(=O)c3ccc(C(=O)O)cc3C2=O)cc1
 : 5.0	-1.4	0.4	-4.2	-13.0	-2.4	-0.2	4.2	-2.1
8: Cc1cc(N)c2cc(NC(=O)/C=C/c3ccccc3Cl)ccc2n1
 : 6.5	3.3	-0.2	-5.3	-12.4	-8.6	1.1	4.0	-10.8
9: Cc1c(C(=O)c2ccc(N(C)C)cc2)c2ccccn2c1CCC#N
 : -7.4	-0.1	2.1	1.6	25.4*	-12.8	0.4	5.0	-4.7
10: C#Cc1ccc([C@H]2C=C(C(=O)NC3CC3)O[C@@H](OCC)[C@@H]2CCCO)cc1
 : 1.6	-6.4	0.5	-5.2	-12.3	-8.2	-0.3	3.2	-2.8
11: COc1cc(/C=C/C(=O)O)cc(OC)c1OC
 : 10.5	-2.4	0.1	-1.7	2.7	-8.1	0.1	-8.3	-5.5
12: COc1ccc(/C=C2\Sc3ccc(C(=O)N4CCOCC4)cc3N(C)C2=O)cc1
 : 10.8	-2.0	-0.5	0.8	-5.4	-3.7	1.1	-1.0	-16.5
13: CSc1nnc(SCC(=O)NC(=O)c2ccccc2)s1
 : 4.7	-1.4	0.0	-1.6	-4.5	0.1	0.1	4.7	-13.4
14: COCC1CCN(C(=O)c2ccc3oc(C(C)C)nc3c2)C1 (stereo not given)
 : 3.7	-2.6	0.3	4.4	5.1	.	-0.3	-1.9	.
15: C=CCNC(=S)NC1CC(C)(C)NC(C)(C)C1
 : -10.4	-3.1	0.6	-9.0	-10.9	-0.6	0.0	1.1	-13.6

Compound profiles (already shown). Values in the order: CHRM4 antagonist, CHRM1 agonist, CHRM4 agonist, CHRM1 antagonist, CHO-K1 Ca antag, OXTR potentiate, M1 ag parental, M1 PAM, CHO parental Ca
Profile of C=CCNC(=S)NC1CC(C)(C)NC(C)(C)C1 → -10.4, -3.1, 0.6, -9.0, -10.9, -0.6, 0.0, 1.1, -13.6
Profile of CCOc1cccc2sc(NC(=O)c3ccc(Br)s3)nc12 → -19.1, -3.9, 0.3, -13.5, -10.1, -7.8, 0.7, 9.4, -11.9

Continuation.
The line under a structure holds: CHRM4 antagonist	CHRM1 agonist	CHRM4 agonist	CHRM1 antagonist	CHO-K1 Ca antag	OXTR potentiate	M1 ag parental	M1 PAM	CHO parental Ca
16: COc1ccc(C(C)C)cc1S(=O)(=O)NC1CCCC1
 : -3.9	-2.4	1.2	-9.4	-4.9	-9.7	1.0	7.8	-18.7
17: CCn1c(SCC(=O)OC)nc2sc3c(c2c1=O)CC(C)(C)OC3
 : 14.4	-3.2	7.6	-9.4	-10.7	-1.5	3.2	2.7	-18.3
18: CC(C)CSc1oc(-c2ccco2)nc1S(=O)(=O)c1ccccc1
 : -2.1	-4.1	-1.4	4.9	-4.2	-5.4	-0.3	-2.2	-19.8
19: O=C(CN1C(=O)c2cccnc2Oc2ccc(Cl)cc21)N1CCCCCC1
 : -5.9	-1.3	5.6	-4.1	-7.2	-5.3	3.8	4.0	-12.3
20: CCNc1c(C(=O)O)ccc2c1C(=O)c1ccccc1C2=O
 : 4.7	-3.8	-0.6	-4.3	-3.8	-3.0	-0.4	4.2	-9.1
21: NC(COCc1ccccc1)c1csc(Nc2ccccn2)n1 (stereo not given)
 : -23.1	2.0	9.0	-6.3	-2.0	.	1.7	3.8	.
22: O=C(CN(C(=O)c1ccccc1)C(=O)c1ccccc1)OCc1ccccc1
 : 4.2	-4.3	8.2	5.0	-15.5	.	-0.1	-10.5	.
23: CC12CC(NC(=O)N1CCc1ccccc1)c1ccccc1O2 (stereo not given)
 : -4.6	1.1	2.9	-7.9	-11.5	-6.8	2.6	4.8	-13.9
24: O=C(c1cc2ccccc2cc1O)N1CCCC(C(F)(F)F)C1 (stereo not given)
 : -7.8	6.5	1.8	-16.2	1.5	-9.9	1.3	17.3	-2.6
25: COc1ccc(S(=O)(=O)NN(C)C)cc1N(C)S(=O)(=O)c1ccc(Cl)cc1
 : 8.7	1.7	0.7	14.7	1.5	-4.7	0.9	-5.4	-13.6
26: CN(CC(=O)NCCC1=CCCCC1)S(=O)(=O)c1ccc2c(c1)CCC(=O)N2
 : -20.2	-0.8	1.3	-5.7	11.6	-2.2	-0.1	3.0	-5.4
27: CC12CCC(C(=O)Nc3nc4ccccc4s3)(OC1=O)C2(C)C (stereo not given)
 : -3.9	-1.1	0.6	-10.6	-2.1	-4.2	0.3	5.4	-19.0
28: CNc1cncc(-c2cccc(NS(C)(=O)=O)c2)n1
 : -9.3	-4.0	0.6	-8.3	-5.1	.	0.0	2.9	.
29: NNC(=O)c1ccccc1-n1cccc1
 : -10.4	-3.8	-0.5	5.8	1.3	-12.7	-0.1	3.2	-17.7
30: O=C(CCC(=O)c1ccc(Cl)cc1)OCC(=O)c1ccccc1
 : 5.2	-1.5	5.3	-7.2	-5.4	-6.9	3.6	7.4	-7.8
31: COc1cc(/C=C/C(=O)c2ccccc2O)cc(OC)c1OC
 : -2.3	-5.5	3.2	5.2	-12.6	-5.1	1.7	-1.9	-22.9
32: CCOC(=O)Cc1csc(NC(=S)NC(=O)c2ccccc2C)n1
 : -3.0	-3.0	4.6	15.8	-18.3	-8.2	3.1	-10.9	10.4
33: CCOC(=O)/C(C#N)=C/C=C1\C=Cc2ccccc2N1CC
 : -1.0	-10.7	2.6	0.3	-10.8	-1.4	3.0	5.8	-5.0
34: COC(=O)c1nc(N)sc1-c1ccc(Cl)cc1
 : 2.0	-6.0	0.8	-4.0	-2.5	2.0	0.0	11.6	-12.4
35: Cc1c(Cl)cccc1NC(=O)C1CCN(S(C)(=O)=O)CC1
 : -2.1	-2.7	-0.2	0.5	-11.8	1.8	0.4	5.9	-7.7
36: NC(=O)C1CCN(C(=O)CC(c2ccccc2)c2ccccc2)CC1
 : -4.7	-1.2	-0.1	-9.3	-17.4	-5.9	0.3	8.2	-0.4
37: CC(C)N1CCC2(CC1)N=C(c1ccc3c(c1)OCO3)CC(c1cc(Cl)ccc1O)N2 (stereo not given)
 : 7.2	-2.9	5.5	8.4	-3.2	-21.9	3.4	-4.3	38.3
38: CC(=O)Nc1ccc(NC(=O)CN(C)S(=O)(=O)c2ccc3nc(C)sc3c2)cc1
 : -11.1	-3.4	2.1	-12.8	-16.4	-8.6	0.2	12.1	-13.4
39: Cc1ccc(C)c(NC(=O)COC(=O)Cc2ccsc2)c1
 : -12.4	0.2	0.3	-0.5	-16.3	-15.7	-0.9	11.3	3.1
40: Clc1ccc(CN2CCC(c3ccccc3)CC2)cc1
 : 7.6	-8.1	-0.4	-3.1	3.5	-2.3	-0.6	0.6	-0.2
41: Cc1ccc(NC(=O)Cc2nnc(SCC(=O)c3ccc(Br)cc3)n2C)cc1
 : -10.2	-5.9	0.1	-5.9	-10.4	-1.5	0.7	4.9	-31.5
42: Cc1nc2nc3c(cn2n1)C(=O)CC(C)(C)C3
 : -7.4	-0.3	0.6	-8.4	-12.9	.	0.3	3.7	.
43: Cc1ccc(C)c(Nc2c([N+](=O)[O-])c(=O)oc3ccccc23)c1
 : -12.0	-1.6	9.0	-1.4	-16.8	-10.2	3.6	2.2	3.8
44: COc1ccc(C(=O)c2ccc(OC)c(Br)c2)cc1Br
 : -10.2	-3.0	0.9	-13.4	-17.2	-2.7	0.2	8.1	-17.6
45: CN1CCN(S(=O)(=O)c2cccc(C(=O)NCCC3=CCCCC3)c2)CC1
 : -5.6	-5.6	1.6	-11.6	9.5	-1.1	0.5	12.7	-17.5
46: COc1ccc(NC(=O)c2cc(=O)c3ccccc3o2)cn1
 : -15.2	0.1	2.2	-19.0	-20.1	-3.6	1.0	-1.2	-17.4
47: CN1CCc2c(sc3c2C(=O)NC(c2ccc(-c4ccc(Cl)cc4)o2)N3)C1 (stereo not given)
 : -1.8	-3.1	0.2	-9.2	2.7	-6.3	0.8	1.1	9.1
48: Cc1ccc(-c2csc(C(O)c3ccccc3)n2)cc1C (stereo not given)
 : -7.1	-0.7	3.0	-23.9	-11.0	.	1.7	8.7	.
49: COc1ccc(-n2ncc3c(SCC(=O)N4CCN(c5ccccc5OC)CC4)ncnc32)cc1
 : -0.9	-0.7	1.3	-13.7	-6.8	-5.1	-0.1	11.6	-14.5
50: O=C(c1ccc(Oc2ccc([N+](=O)[O-])cc2Cl)cc1)N1CCCC1
 : 2.5	-6.3	2.4	4.3	-9.6	-9.2	2.7	2.4	2.4
51: CCN1CCN(Cc2ccc(NC(=O)c3ccc(C)c(NC(=O)C(=O)c4c[nH]c5ccccc45)c3)cc2C(F)(F)F)CC1
 : 24.7&18.2&17.4	-4.8&-10.3&-0.8	24.7&23.8&31.7	0.8&-1.8&12.6	-1.9&-3.2&13.6	-14.7&-18.1	4.4&1.9&6.6	-4.2&3.0&-8.2	22.1&23.9
52: O=C(NCCC(=O)N1CCCCCCC1)c1ccc(Cl)cc1
 : -1.5	-6.0	1.2	-3.3	-0.8	0.5	1.0	0.7	-26.5
53: O=C(CCc1nnc2ccc(NCc3ccco3)nn12)N1CCN(c2ccc(F)cc2)CC1
 : 8.2	-8.8	2.4	-11.1	-5.9	-9.3	-0.2	7.0	-18.4
54: CN(C(=O)Nc1ccc(Cl)cc1)n1cnc2ccccc2c1=O
 : -7.8	-2.0	6.5	8.7	1.1	0.8	3.2	-2.5	-8.4
55: COc1ccc(CN2C(=O)C(CC(=O)NCCCN(C)C)CC(C(=O)N3CCOCC3)=C2C)cc1 (stereo not given)
 : 8.8	-2.8	10.2	4.5	3.3	.	0.0	-12.2	.
56: Cc1cc(C)cc(C(=O)N2CCCCCC2)c1
 : -0.1	-7.1	-0.4	-2.3	-9.2	0.2	0.6	0.6	-11.7
57: O=C(CCS(=O)(=O)c1ccccc1)NNC(=O)CSc1ccccc1F
 : -3.0	1.1	1.0	-4.7	-10.3	-2.4	0.4	6.7	-15.7
